Compound activity as filed in PubChem.
CaV13 ICDI inh = Disruptors of the CACNA1D IQ motif to Ca2+-dependent inactivation inhibitor domain association, primary screening, Förster resonance energy transfer in intact living …. HEK cells, CFP/YFP FRET ICDI-IQ, plate reader, 10 min; percent FRET-ratio fall versus neutral wells. inhibition, % at 12.3 µM. hit rate 0.098% among 340,000. AID 743397;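 active means mean replicate inhibition of at least 30% and at least 1% of replicates passing that level; inconclusive means only one of the two criteria is met; inactive means neither criterion is met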;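 further: 0% = median of the neutral control wells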
m5-HT2A agonist = mouse HTR2A agonism via beta-arrestin recruitment. CHO-K1 mHTR2A beta-arrestin complementation, luminescence; percent of 30 µM serotonin response. P35363. hit rate 0.66% among 360,000. activation, % at 7.6 µM;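 active means activation above a run cutoff, the mean activation of all tested compounds plus 3 SD, cut at about 14% in these data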;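 further: 0% = plate median of compound wells and 100% = 30 µM serotonin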
Target sequence (P35363 whole entry, looked up): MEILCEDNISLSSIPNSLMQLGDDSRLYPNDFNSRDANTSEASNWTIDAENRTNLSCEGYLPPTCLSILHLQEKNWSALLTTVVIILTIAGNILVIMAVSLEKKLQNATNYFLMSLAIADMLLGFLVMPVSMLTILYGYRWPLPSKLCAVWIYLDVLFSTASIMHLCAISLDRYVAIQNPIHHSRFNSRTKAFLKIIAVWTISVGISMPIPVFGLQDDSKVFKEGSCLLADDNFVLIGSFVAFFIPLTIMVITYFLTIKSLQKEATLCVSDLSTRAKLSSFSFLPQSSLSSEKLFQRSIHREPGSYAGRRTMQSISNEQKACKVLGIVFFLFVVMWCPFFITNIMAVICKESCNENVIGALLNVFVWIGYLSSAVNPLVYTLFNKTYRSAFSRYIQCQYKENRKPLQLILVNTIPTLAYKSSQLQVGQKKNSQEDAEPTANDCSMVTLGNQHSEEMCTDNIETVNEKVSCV
ABCB6 inh 2 = human ABCB6 transporter inhibition; fluorescence ratio to DMSO, % at 10 µM; AID 602162; hit rate 0.19% among 360,000; K562-ABCB6 porphyrin accumulation, flow cytometry, 1 h; active compounds read low;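 active means fluorescence ratio to DMSO below 75%, the collection mean minus 3 SD; inconclusive means too few cells collected in the well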;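 further: signal is porphyrin accumulated inside mitochondria; 100% equals median channel fluorescence of DMSO control wells; lower ratio means ABCB6 inhibition with less porphyrin fluorescence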
Granule exo inh = lytic granule exocytosis inhibition; TALL-104 LAMP-1 surface exposure, flow cytometry; cells stimulated with thapsigargin and PMA; inhibition, % at 10 µM; hit rate 0.66% among 360,000; AID 651702;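 active means inhibition above about 55%, limit read from the data; inconclusive means no clear call, values can overlap the other calls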
PDI inh = inhibitors of human protein disulfide isomerase | PDI insulin aggregation turbidity, A650, 90 min | inhibition, % at 10 µM | hit rate 0.052% among 350,000 | AID 588391;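 active means mean inhibition across replicates of 30% or more, whatever share of single replicates reach that level; inconclusive means mean inhibition below 30% while every single replicate reaches 30%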;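 further: absorbance from insulin aggregation driven by PDI reduction with DTT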
Target sequence (P07237 whole entry, looked up): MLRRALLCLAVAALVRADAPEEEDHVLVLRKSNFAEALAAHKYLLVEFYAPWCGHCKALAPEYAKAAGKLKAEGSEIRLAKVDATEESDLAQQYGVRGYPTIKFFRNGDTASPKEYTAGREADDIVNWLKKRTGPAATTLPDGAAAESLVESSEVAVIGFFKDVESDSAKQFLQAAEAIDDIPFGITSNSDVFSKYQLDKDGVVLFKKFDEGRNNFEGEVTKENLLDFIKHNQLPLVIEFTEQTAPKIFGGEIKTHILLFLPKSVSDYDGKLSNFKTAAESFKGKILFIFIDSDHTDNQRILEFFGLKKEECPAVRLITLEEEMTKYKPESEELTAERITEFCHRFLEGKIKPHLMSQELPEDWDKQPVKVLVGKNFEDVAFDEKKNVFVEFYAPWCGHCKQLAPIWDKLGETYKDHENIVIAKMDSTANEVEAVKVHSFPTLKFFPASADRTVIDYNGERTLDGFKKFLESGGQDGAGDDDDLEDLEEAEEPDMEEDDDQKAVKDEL
Cardio protect = modulators protecting cardiomyocytes from myocardial damage. H9c2 cardiomyocytes, H2O2 injury protection, ATPLite, 2 h. protection from H2O2 cell death, % at 20 µM. hit rate 0.63% among 360,000;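 active means compounds giving at least 50% protection of heart cells from peroxide-induced death in the single-dose screen, raw or plate-pattern-corrected value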;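 further: 0% = DMSO wells with peroxide and 100% = DMSO wells without peroxide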
MC4R antagonist = human MC4R antagonism in cAMP assay | hit rate 0.48% among 360,000 | MC4R-expressing cells, MTII-stimulated cAMP, LANCE TR-FRET | inhibition, % at 6.5 µM | P32245;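 active means inhibition above its plate's cutoff, the mean of tested wells on that plate plus 3 SD, cut at about 29% in these data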;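 further: 0% = Melanotan II alone and 100% = Melanotan II plus saturating MCL0020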
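material = U2OS cells stably expressing human melanocortin 4 receptor (MC4R) | also added = Melanotan II challenge | dosing = single nominal compound dose of 6.5 µM | detection = TR-FRET with Eu-cAMP and labeled anti-cAMP, 671 nm | replication = singlicate | timing = compound 30 min, challenge 1 h, detection 1 h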
MC4R ag barr = agonists of human melanocortin 4 receptor (MC4R) beta-arrestin. P32245. U2OS MC4R beta-arrestin complementation, luminescence; percent of melanotan II response, DMSO zero. activation, % at 8.9 µM. hit rate 0.98% among 360,000. AID 540308;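 active means activation above a per-plate cutoff, the mean activation of sample wells on that plate plus 3 SD, cut at about 8% in these data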
Glyco luc inh = blocks N-linked glycosylation in D54 reporter cells. D54 ERlucT glycosylation luciferase reporter, 24 h; percent of 100 nM tunicamycin response. reporter increase, % at 12.5 µM. hit rate 0.23% among 360,000. AID 588692;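 active means mean luciferase reporter signal, scaled so untreated is 0 and the glycosylation-blocking control 100, at or above a set limit in every replicate; inconclusive means mean reaches the limit but not every replicate does; inactive means mean below the limit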;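 further: luciferase carries N-glycosylation sites so blocking glycosylation raises the light; 0% = median of neutral control wells and 100% = median of 100 nM tunicamycin wells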
ABHD5 PLIN5 PPI = inhibitors of human ABHD5-perilipin-5 interaction; AID 602281; inhibition, % at 4 µM; hit rate 0.78% among 360,000; Split G. princeps luciferase complementation, luminescence, 4 h; Q00G26+Q8WTS1;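 active means inhibition above the mean inhibition across every tested compound plus 3 SD, cut at about 22% in these data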;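 further: 0% = DMSO only wells and the 100% control is not disclosed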
An asterisk follows results filed as active; i = inactive; ? = inconclusive; . = no result given.

SMILES	CaV13 ICDI inh	m5-HT2A agonist	ABCB6 inh 2	Granule exo inh	PDI inh	Cardio protect	MC4R antagonist	MC4R ag barr	Glyco luc inh	ABHD5 PLIN5 PPI
COc1ccc(OC)c(NC(=O)CSc2nc3ccccc3c(=O)n2CC2CCCO2)c1 (configuration not stated)	-2	-4	97	10	-9	4	-6	-0.6	-1	2
O=C(CSc1ccccc1C(=O)NCCCN1CCCC1=O)NCc1ccco1	-6	5	104	4	-4	-2	1	0.5	1	-4
CN1CCN(c2ccccc2NC(=O)c2ccc([N+](=O)[O-])cc2Cl)CC1	-2	1	101	6	1	-6	6	1.0	0	-1
COc1ccc(S(=O)(=O)NC(C)C(=O)NCc2ccco2)cc1OC (configuration not stated)	-4	3	99	1	-2	0	-5	-1.6	1	3
O=C(c1ccc(-n2ccnc2)cc1)N1CCCC(CO)(Cc2cccc(Cl)c2)C1 (configuration not stated)	-7	-5	96	-3	2	-2	7	-3.6	1	8
Cc1cc(C(=O)CSc2nc(N)cc(=O)[nH]2)ccc1F	-6	-2	95	7	-4	-1	-6	-0.5	4	5
Cc1cccc(/N=C/c2ccccn2)n1	-6	14	100	-2	19	-1	2	0.1	2	-1
Cc1ccc(NC(=O)CN2C(=O)N/C(=C\c3cccn3-c3cccc(C(=O)O)c3)C2=O)cc1	.	-1	96	2	2	2	11	-0.4	-2	7
COc1ccc(CN(C)CC(=O)Nc2ccccc2C(F)(F)F)cc1	-2	-4	101	-2	-6	-3	16	1.0	5	-2
Brc1ccccc1-c1nnc(SCc2nc3ccccc3s2)o1	-5	16*	107	-1	-10	-27	1	1.2	-5	-4
CCOC(=O)[C@]12CCCC=C1N(Cc1ccc3c(c1)OCO3)C(=O)[C@H](CC(=O)NCCCCc1ccccc1)C2	-3	-4	95	20	.	.	.	.	.	1
CCn1c(SCC(=O)Nc2ccc3c(c2)OCO3)nnc1C1CC1	-4	3	102	9	1	2	-3	1.0	-1	-1
Cc1ccc(C(C)(C)C)cc1S(=O)(=O)N1CC(=O)Nc2ccccc21	-4	-5	92	-5	1	-21	-6	1.5	-2	1
COc1cc(COCC(O)CN2CCOCC2)cc(OC)c1OC (configuration not stated)	-5	3	95	-1	12	12	1	-1.1	3	4
C/C(=N\NC(=O)c1ccoc1C)c1ccccc1	-25	-4	99	-2	-2	-3	-4	0.0	-3	-3
COc1cc(/C=N/N2CCN(Cc3ccccc3)CC2)cc(OC)c1OC	-6	-1	97	-5	9	-1	-3	-0.4	0	-8
O=C(O)c1ccc2c(c1)OCCCO2	-6	0	101	?	-1	3	9	-0.1	2	-2
COc1cccc(C2=NN(S(C)(=O)=O)C(c3cccs3)C2)c1 (configuration not stated)	6	13	94	0	22	-5	-7	-3.8	-2	2
NS(=O)(=O)c1ccc(CCNc2ncnc3c2c(-c2ccccc2)cn3-c2ccc(F)cc2)cc1	-5	-12	115	13	-9	26	9	-2.1	-3	5
O=C(Cn1cnc2ccccc21)N/N=C/c1cccs1	-2	-1	96	-4	8	-2	-11	-1.0	2	-3
CCCn1c(=O)[nH]c(=O)c2c1nc(-c1cc([N+](=O)[O-])ccc1Cl)n2CCOC	-7	3	95	-16	-11	1	-8	-2.1	0	-2
O=C(NC1CCCC1)C1c2ccccc2OCC(=O)N1CCc1c[nH]c2ccccc12 (configuration not stated)	-2	-5	95	-6	.	.	.	.	.	-4
COc1ccc(NC(=O)c2cc([N+](=O)[O-])ccc2N2CCN(C)CC2)cc1	2	-8	102	-4	0	1	29*	1.1	0	-1
NC(=O)c1cccc(-c2coc3c(C(=O)NCc4ccccc4)cccc23)c1	-10	5	98	-5	0	0	3	0.9	20	4
C/C(=N\Nc1nc2ccccc2[nH]1)c1cccs1	-5	-2	101	-3	-8	-6	-6	0.5	-12	3
CCOC(=O)N1CCC(NCCNC(=O)c2ccc(F)cc2)CC1	-5	4	102	-2	-1	2	11	3.8	5	-3
COC(=O)Cc1c(C)nc2nc(NCc3c(F)cccc3Cl)[nH]n2c1=O	-6	2	87	2	-8	4	8	0.1	3	-2
CN(CCCCCCCCCCN(C)C(=O)Oc1cccc([N+](C)(C)C)c1)C(=O)Oc1cccc([N+](C)(C)C)c1	-5	-3	108	-1	7	3	6	2.8	1	-1
Cc1ccc2oc(C(=O)Nc3nonc3C)c(C)c2c1	-4	9	102	-4	5	1	10	5.8	-1	-1
CCCCCc1ccc(-c2cn(Cc3ccc4ccccc4c3)nn2)cc1	-2	3	110	-3	-6	-4	6	2.4	3	-5
Cc1cc(C)nc(NNS(=O)(=O)c2c(F)cc(F)cc2Br)n1	-6	11	100	1	9	2	-9	-2.1	6	-11
CCN1C(=O)[C@H]2[C@@H](c3ccc(-c4ccc(OC)cc4)cc3)N[C@@](C)(C(=O)OC)[C@H]2C1=O	-9	0	99	-1	5	2	5	0.2	-3	-8
CCCCN1C(=O)NC(NS(=O)(=O)c2ccc(N)cc2)(C(F)(F)F)C1=O (configuration not stated)	-8	1	89	2	-12	1	-3	0.6	2	5
Cc1ccc(OCCn2c(=O)oc3ccc(C)cc32)cc1	6	-5	92	4	0	-1	-3	5.8	-4	-3
O=C(c1ccccc1F)N1CCN(S(=O)(=O)c2ccc(Br)cc2)CC1	.	3	98	1	6	0	3	-2.6	-3	-3
CCN(CC)S(=O)(=O)c1ccc2[nH]cc(C(=O)NCCCN3CCCCC3)c(=O)c2c1	-5	3	96	-1	-6	-3	5	-0.7	-1	2
CCc1nc(SCCO)c2oc3ccccc3c2n1	-6	9	86	3	8	-2	-12	-1.3	1	2
O=C(OC1CCCCC1)c1ccc(NC(=O)c2ccco2)cc1	-7	-2	91	0	1	-14	10	3.7	-8	-2
CCOCC(=O)Nc1cc(C)on1	0	-1	95	-5	-2	2	5	-0.5	1	3
COc1ccc(-c2oc3ncnc(NCCCO)c3c2-c2ccc(OC)cc2)cc1	-5	-4	97	70*	-8	48	18	5.2	-5	2
CCc1nc2ccc(C(=O)NCc3ccc(OC)cc3)cn2c1N(C)CCC(C)C	-5	-11	166	1	5	-4	18	5.8	-5	-1
S=C(c1ccc(Br)cc1)N1CCCC1	-21	3	99	-11	1	-3	10	0.5	0	-4
O=C(CSc1nnnn1-c1ccc(Cl)c(C(=O)O)c1)NC(c1ccccc1)c1ccccc1	-2	2	96	-5	-3	1	-2	-1.7	0	-1
CCOc1ccc(N(CC(=O)NCC2CCCO2)S(=O)(=O)c2ccc(OC)c(OC)c2)cc1 (configuration not stated)	.	-1	97	-6	-1	6	6	-1.2	1	-3
CCN(C(=O)CSc1nnc(-c2ccncc2)n1C)C1CCS(=O)(=O)C1 (configuration not stated)	.	-2	99	2	0	-4	12	1.1	0	-2
O=C(N/N=C/c1cccnc1)c1ccc([N+](=O)[O-])cc1Cl	-5	-2	93	1	-6	-6	8	-2.0	0	2
CC(Oc1ccccc1)C(=O)Nc1nnc(S(=O)(=O)Nc2ccccc2)s1 (configuration not stated)	-5	3	100	4	4	-3	-4	0.9	1	-9
c1ccc(-c2nnc(SCCC3OCCCO3)o2)cc1	.	5	96	-2	-3	-9	2	0.2	-7	1
CCCNC(=O)Cn1c(=O)/c(=C/c2ccc(-c3ccc([N+](=O)[O-])cc3)o2)s/c1=C\C(=O)C(C)(C)C	-14	-3	i	-1	-3	46	3	-2.0	-2	-1
COc1cccc(NC(=O)N2CCCC2C(=O)Nc2cc(C)ccc2OC)c1 (configuration not stated)	-3	-1	97	25	-12	-6	1	0.5	3	-2
COC(=O)c1nn(-c2ccc(OC)cc2)c(=O)cc1Oc1cccc(Cl)c1	-5	2	87	-1	-4	5	1	-0.9	0	0
Cc1ccc(C(=O)NC2CC2)cc1S(=O)(=O)N1CCOCC1	-6	-4	97	3	-4	3	-2	-0.9	1	-6
COc1ccc(CNC(=O)CN(C)Cc2ccc(SC)cc2)cc1	-4	-8	90	33	-4	-3	-3	0.5	-1	-2
COC(=O)c1ccccc1NC(=S)N(C)C	-16	1	96	0	-3	-2	12	-0.2	3	5
CC1CCN(C(=S)c2ccc(N(C)C)cc2)CC1	-5	-2	94	3	0	-3	2	-3.8	0	2
O=C(NCc1cccnc1)Nc1cc(Cl)cc(Cl)c1	-2	-2	95	6	-3	-4	2	-2.1	-1	7
CCOc1cc(C2NC(=O)NC(O)(C(F)(F)F)C2C(=O)c2ccc(OC)cc2)ccc1O (configuration not stated)	.	4	107	0	-1	-5	6	-0.6	0	4
Nc1cc[n+](CC(=O)c2ccccc2)cc1	-2	9	99	1	2	12	-3	-0.7	-2	-1
CS(=O)(=O)N(CC(=O)N1CCOCC1)c1cccc(F)c1	-20	-1	94	-1	7	-4	7	-2.2	2	-7
CSc1nnc2c3ccccc3n(CCc3ccccc3)c2n1	-9	4	98	-3	3	-4	7	0.8	-11	1

Next section
SMILES	CaV13 ICDI inh	m5-HT2A agonist	ABCB6 inh 2	Granule exo inh	PDI inh	Cardio protect	MC4R antagonist	MC4R ag barr	Glyco luc inh	ABHD5 PLIN5 PPI
COc1ccc(Cl)cc1NC(=O)CN(C)CC(=O)Nc1cccc(S(=O)(=O)N2CCCC2)c1	-5	-6	96	-4	4	-3	22	-4.5	0	-1
CCCc1nc2ccccc2c(C(=O)N(CC)CC(=O)NCc2cccs2)c1CC	-6	-1	96	-2	-1	6	7	-2.3	-1	-3
COc1ccc2c(c1)C(=O)N1[C@H]3c4cc(Br)ccc4OC[C@@H]3[C@H](c3ccccc3)[C@]1(C)C(=O)N2	.	7	107	-5	-7	4	2	-0.1	37*	-2
Cc1ccc(C)c(OCCCC(C)(C)C(=O)O)c1	-4	-1	97	13	-8	-10	0	-0.1	3	-5
Cc1sc(C(C2C(=O)CC(C)(C)CC2=O)C2C(=O)CC(C)(C)CC2=O)cc1[N+](=O)[O-]	8	0	105	73*	7	-2	10	-3.0	2	56*
COc1ccc(C(C)=O)cc1CON=C1CSCc2ccccc21	-6	3	97	0	4	13	0	2.0	1	-19
Cc1cc(C)cc(Oc2ccc(-c3nnc(-c4ccccc4)o3)cc2[N+](=O)[O-])c1	-4	0	103	-2	4	9	18	-0.8	3	-6
O=C(NCCNc1ccc([N+](=O)[O-])cc1C(F)(F)F)c1ccccc1F	0	2	95	1	16	-23	0	-1.9	-3	-3
Fc1ccc(Oc2nccc(-c3ccc(Cl)cc3)n2)cc1	0	3	93	-1	-7	-20	14	1.1	4	-7
COc1ccc(NS(=O)(=O)c2ccc(Oc3ncccn3)cc2)cc1	.	10	100	-5	8	-22	7	-1.2	0	6
